# ALDH1A1 inh: ALDH1A1 (human) enzyme inhibition. hit rate 7.3% among 220,000. Potency, µM (top dose mostly 75.3 µM), without a hit: top-dose activity, negative = inhibition, hits mostly inhibitors. Purified ALDH1A1, NADH fluorescence, propionaldehyde substrate. AID 1030. P00352; active = well fitted inhibition curve with a large enough effect, not every such curve was filed as active; inconclusive = small, poorly fitted or top-dose-only effect, or another doubt; inactive = no such curve, though single readings can be large or run the other way;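 note: plate controls were no enzyme wells and a reference inhibitor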
# Tau FP inhib: blocks human tau fibril formation measured by polarization | K18 P301L tau heparin fibrillization, Alexa594 FP, 6 h | Potency, µM (highest dose often 57.7 µM), for the others: top-dose activity, negative = inhibition, usual class: inhibitors | hit rate 0.39% among 280,000 | AID 1468; note: nearly all actives have a fitted effect of over 55% in size
# Target sequence (P10636 561-689 P618L limits assumed): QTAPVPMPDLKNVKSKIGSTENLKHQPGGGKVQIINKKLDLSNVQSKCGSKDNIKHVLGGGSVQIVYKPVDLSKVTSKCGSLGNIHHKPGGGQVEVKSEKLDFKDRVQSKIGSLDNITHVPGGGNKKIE
#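 Compound effects on tau fibrillization are measured by Alexa 594 fluorescence polarization (ex 555, em 632 nm). K18 P301L tau is used at 15 uM with 0.24 uM labeled tracer, and 20 uM heparin induces aggregation over 6 hr at 37 C.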
# TRb SRC2 PPI: TRbeta-SRC2 interaction inhibition; TRbeta-SRC2 peptide binding, fluorescence polarization; receptor liganded with 1 µM T3; P10828; hit rate 0.065% among 280,000; AID 1469; Potency, µM (series often up to 106 µM), inactives show top-dose activity change, negative = inhibition, usual class: inhibitors;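 note: plate controls were bound peptide for no effect and peptide without receptor for full effect; nearly all actives have a fitted effect of over 50% in size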
#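 A fluorescence polarization screen tested compounds at multiple concentrations against complex formation between 0.6 uM TRb ligand-binding domain and 20 nM Texas Red SRC2 peptide, with 1 uM T3 present; readout after 5 hr.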
# Tau fibril ThT: inhibitors of human tau fibril formation, thioflavin T binding | P10636 | recombinant tau K18 P301L, heparin-induced fibrillization, ThT fluorescence | Potency, µM (titrated, usually from 57.4 µM), inactives show top-dose activity, negative = inhibition, most hits filed as inhibitors | hit rate 2.1% among 270,000 | AID 1460; note: nearly all actives have a fitted effect of over 55% in size
#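 K18 P301L tau (15 uM + 0.24 uM Alexa 594-tagged), heparin 20 uM, NaOAc pH 7, 6 h 37 C; ThT 30 uM, 1 h RT, ex 450/em 510 nm.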
# TR SRC2 fluor cs: alters Texas Red total fluorescence, flagging assay interference; TRb/SRC2 Texas Red total fluorescence interference; Potency, µM (series often up to 106 µM), inactives show top-dose fluorescence change, negative = quenching; hit rate 0.29% among 280,000; active = well fitted curve in either direction with a large enough effect; inconclusive = small, poorly fitted or top-dose-only effect
#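 Human TRβ ligand-binding domain (0.6 uM) and Texas Red SRC2 peptide (20 nM) in Tris buffer with 1 uM T3 and 5% DMSO were incubated with pinned compound for 5 hr at ambient temperature. Total fluorescence was computed as S + 2P (555/632 nm).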
# Tau fluor cs: counter-screen for tau fibril formation inhibitors; AID 1463; Potency, µM (doses to about 57.7 µM), inactives show top-dose activity change, negative = decrease; tau K18 P301L Alexa594 fluorescence, heparin fibrillization; hit rate 0.93% among 280,000; note: nearly all actives have a fitted effect of over 55% in size
#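 Human tau K18 P301L (15 uM unlabeled, 0.24 uM Alexa 594-labeled) in 100 mM sodium acetate pH 7 with 20 uM heparin, 6 hr at 37 C. ThT 30 uM added, 1 hr ambient; Alexa 594 FP and total fluorescence read at 555/632 nm.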
# GLA spleen mod: inhibitors or activators of human alpha-galactosidase in spleen homogenate; human spleen homogenate, 4MU-alpha-Gal fluorescence, 40 min; Potency, µM (series often up to 80 µM), for inactives: at the highest dose activity change, negative = inhibition, most hits filed as inhibitors; hit rate 0.008% among 240,000;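 note: 0% = enzyme with vehicle and -100% = no enzyme basal signal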
#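 Human spleen homogenate (1 ug) as enzyme source, 4-methylumbelliferyl-alpha-D-galactopyranoside 1 mM final, citrate/phosphate pH 5.0 with 0.01% Tween-20. Compounds 40 min at 37C, NaOH/glycine stop; fluorescence Ex 365/Em 440, Hill-fit AC50.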
# Numbers without * were called inactive; ? = inconclusive. Unless noted, calls come from the whole dose curve; as a rule, active = well fitted curve in the direction sought with a large enough effect; inconclusive = small, poorly fitted or top-dose-only effect, or another doubt; inactive = no such curve, though single readings can be large; an effect the other way counts as inactive or inconclusive. Unless noted, % is set by controls: 0 for no effect and ±100 for the full control effect; potency is the fitted concentration of half-maximal effect. Only part of the results is shown; count on the stated rates, not on these rows.
SMILES,ALDH1A1 inh,Tau FP inhib,TRb SRC2 PPI,Tau fibril ThT,TR SRC2 fluor cs,Tau fluor cs,GLA spleen mod
CC(=O)C1=C(O)[C@@H]2[C@@H]3c4c[nH]c5cccc(c45)C[C@@H]3C(C)(C)N2C1=O,?,-7.7%,0.2%,-14.4%,1.7%,-8.9%,-1.7%

# Screening results: PubChem BioAssay, National Center for Advancing Translational Sciences (NCATS)
